High-throughput results from PubChem.
DAX1 inh-1 – blocks DAX1 repression of SF-1 activated StAR promoter; AID 652010; inhibition, % at 6.8 µM; HEK293T StAR-luciferase reporter, SF-1/DAX-1 repression relief; 370,000 tested, 1.1% active;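 active = inhibition above the mean over all tested compounds plus 3 SD, cut at about 3.6% in these data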;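 also: 0% = DAX-1 cells with DMSO and 100% = cells lacking DAX-1 with DMSO; higher inhibition means more luminescence from relief of DAX-1 repression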
hgDAF12 agonist – agonists of H. glycines DAF-12 nuclear receptor. HEK293 GAL4-hgDAF12 UAS-luciferase reporter, agonist luminescence; normalized to butyrate control. activation, % at 6.8 µM. 370,000 tested, 1.8% active. AID 687014;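 active = activation above a cutoff set at the mean of all screened compounds plus 3 SD, cut at about 10% in these data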;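 also: 0% = DMSO wells and 100% = sodium butyrate wells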
ssDAF12 agonist – S. stercoralis DAF-12 activation, primary screen; activation, % at 6.8 µM; AID 652126; 370,000 tested, 1% active; HEK293 ssDAF-12/GRIP1 lit1-tk-luc reporter, luminescence; % of 3 µM dafachronic acid response;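 active = activation above the mean over all tested compounds plus 3 SD, cut at about 0.9% in these data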;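 also: 0% = DMSO-only wells and 100% = 3 µM delta7-dafachronic acid wells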
GC-B act – GC-B (human) receptor activation. HEK293-GC-B cells, CNP EC30, cGMP TR-FRET; 0% at EC30 CNP, 100% saturating CNP. activation, % at 10 µM. 370,000 tested, 0.11% active. P20594;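 active = activation at 10 µM reaching about 35% in either raw or pattern-adjusted values, limit read from the data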
HGIII-sPLA2 inh – Blocks human group III sPLA2 activity. Q9NZ20. QFRET BODIPY PC-A2 liposome hydrolysis, fluorescence. inhibition, % at 12.2 µM. 370,000 tested, 0.56% active. AID 743126;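 active = inhibition above mean plus 3 SD of compounds lying within the high and low control bounds, cut at about 19% in these data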;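 also: 0% = median of test compound wells and 100% = no enzyme DMSO wells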
Target sequence (Q9NZ20 whole entry, looked up): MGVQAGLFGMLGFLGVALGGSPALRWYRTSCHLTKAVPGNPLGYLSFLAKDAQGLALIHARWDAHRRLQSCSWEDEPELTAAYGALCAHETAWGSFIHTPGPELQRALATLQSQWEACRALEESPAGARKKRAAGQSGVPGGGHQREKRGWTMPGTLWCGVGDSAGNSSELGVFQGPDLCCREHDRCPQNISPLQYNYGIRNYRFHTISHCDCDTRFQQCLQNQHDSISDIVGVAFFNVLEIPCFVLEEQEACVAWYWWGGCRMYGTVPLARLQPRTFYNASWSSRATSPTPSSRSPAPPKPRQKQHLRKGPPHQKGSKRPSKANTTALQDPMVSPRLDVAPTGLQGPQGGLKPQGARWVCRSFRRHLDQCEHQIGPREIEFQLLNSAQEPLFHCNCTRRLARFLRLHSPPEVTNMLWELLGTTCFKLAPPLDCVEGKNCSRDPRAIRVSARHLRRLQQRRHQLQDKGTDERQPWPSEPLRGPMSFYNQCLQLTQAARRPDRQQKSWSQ
KLK7 zymogen act – proKLK7 (human) activation, primary screen. activation, % at 7 µM. purified proKLK7, EDANS-DABCYL substrate fluorescence; 100% is mature enzyme control, 0% vehicle. 370,000 tested, 0.9% active. P49862;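 active = activation above the mean of all tested compounds plus 3 SD, computed per campaign excluding outliers beyond control limits, cut at about 13% in these data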
Target sequence (P49862 whole entry, looked up): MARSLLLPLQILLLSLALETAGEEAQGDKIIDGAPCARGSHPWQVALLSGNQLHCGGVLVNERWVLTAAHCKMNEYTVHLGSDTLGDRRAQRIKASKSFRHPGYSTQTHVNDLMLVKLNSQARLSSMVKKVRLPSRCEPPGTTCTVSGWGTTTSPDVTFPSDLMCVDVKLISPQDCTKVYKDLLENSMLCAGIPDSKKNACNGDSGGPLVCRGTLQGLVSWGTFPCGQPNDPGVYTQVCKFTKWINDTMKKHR
NPR1 activator – GC-A (human) enzyme activation; HEK293 GC-A cells, cGMP TR-FRET, EC30 ANP; 0% at EC30 ANP, 100% saturating ANP; 370,000 tested, 0.14% active; activation, % at 10 µM; P16066; AID 1671463; in the data active = activation above about 40%
DAX1 inh-2 – NR0B1 (DAX1) inhibition. P51843. HEK293 Gal4-DAX1 luciferase reporter, luminescence. inhibition, % at 6.75 µM. 340,000 tested, 0.99% active. AID 504766;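 active = inhibition above the mean over all tested compounds plus 3 SD, cut at about 4.2% in these data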;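 also: 0% = DAX1-transfected cells with DMSO and 100% = empty-vector control cells with DMSO; inhibition shows as a rise in luminescence from relieved DAX1 repression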
Target sequence (P51843 207-470 limits assumed): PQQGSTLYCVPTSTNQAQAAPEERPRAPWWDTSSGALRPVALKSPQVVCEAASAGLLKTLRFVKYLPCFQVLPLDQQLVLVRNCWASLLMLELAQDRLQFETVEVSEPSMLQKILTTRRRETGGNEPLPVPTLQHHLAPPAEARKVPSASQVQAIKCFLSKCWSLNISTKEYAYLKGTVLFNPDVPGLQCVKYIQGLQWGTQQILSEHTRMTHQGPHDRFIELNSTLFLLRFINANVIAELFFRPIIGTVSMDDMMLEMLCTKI
hcDAF-12 act – activates DAF-12 receptor from parasite H. contortus | HEK293 hcDAF-12 lit1-tk-luc reporter, luminescence; 0% DMSO, 100% Δ7-dafachronic acid | activation, % at 6.8 µM | 370,000 tested, 1.4% active;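 active = activation above the mean of all tested compounds plus 3 SD, cut at about 5.5% in these data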;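 also: 100% = response to 3 µM Δ7-dafachronic acid high control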
FXN GAA850 act – activators of GAA850 frataxin (FXN) promoter; activation, % at 6 µM; 360,000 tested, 0.56% active; HEK293 lucGAA850 FXN promoter luciferase reporter, 24 h; percent of 10 µM SAHA response;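 active = activation above the average of all compounds screened plus 3 SD, cutoff fixed separately per campaign, cut at about 7.5% in these data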;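 also: 0% = DMSO wells and 100% = 10 µM SAHA wells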
SMARCA2 activ – increases SMARCA2 function in MMTV reporter cells; activation, % at 9.1 µM; 370,000 tested, 1% active; MG213 cells, MMTV-luciferase reporter, dexamethasone, overnight; in the data active = activation above about 7.8%;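 also: 0% = vehicle wells and 100% = reference activator wells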
* marks the source's active call; other numbers are inactive results; nt = not tested or not shown.

SMILES	DAX1 inh-1	hgDAF12 agonist	ssDAF12 agonist	GC-B act	HGIII-sPLA2 inh	KLK7 zymogen act	NPR1 activator	DAX1 inh-2	hcDAF-12 act	FXN GAA850 act	SMARCA2 activ
Cc1[nH]c2ccccc2c1C(=O)C(=O)N1CC2CC(C1)c1cccc(=O)n1C2 (configuration not stated)	0.3	-1.5	-2.1	4.1	-0.3	-0.4	-0.9	0.1	1.8	-2.1	1.4
Cc1ccc2[nH]c(=S)n(-c3cccnc3)c(=O)c2c1	-0.4	0.1	-1.9	-5.7	2.1	-0.4	-5.2	nt	-1.3	0.5	-0.5
COC(=O)[C@@H]1N=C(c2ccc(OC)cc2)O[C@]12C(=O)N(C)c1cccc(Cl)c12	-0.1	-0.6	-0.4	-1.3	1.4	-0.5	0.0	nt	0.5	nt	3.6
COc1ccc2[nH]c(C)c(CCNCc3cccnc3)c2c1	-1.6	-1.9	-0.5	-6.7	-44.1	4.8	0.4	1.6	-0.2	-0.6	-1.7
CCCCc1ncc(CN2CCCC(C(=O)c3ccc(SC)cc3)C2)[nH]1 (configuration not stated)	-0.5	5.3	-0.8	-3.5	-2.6	-0.9	-0.2	-0.2	-2.4	-0.1	-1.4
CCc1ccccc1NC(=O)CNCc1ccccc1	-0.2	-0.4	-1.2	-1.2	2.7	-0.1	-1.0	4.2	-1.6	0.8	0.6
COC(=O)C1=C(c2ccc(OC(F)(F)F)cc2)C[C@@H]2CC[C@H]1N2C(=O)N1CCC(C)CC1	-1.2	-1.6	-1.4	0.9	3.5	0.3	-2.0	-1.9	-2.7	-3.0	-2.2
CCN(CC)C(=O)c1ccc(NC(=O)CNC(C)c2cccc3ccccc23)cc1 (configuration not stated)	-0.1	0.0	-1.0	-5.0	-9.1	0.5	3.3	-0.6	-2.4	0.0	1.7
Cc1ccc(CN2C(=O)NC(=O)C3(Cc4c(nc5ccccn5c4=O)N4CCCCCC43)C2=O)cc1 (configuration not stated)	-0.1	-1.7	-1.2	5.4	-0.8	-0.4	0.4	-1.1	0.2	-3.0	-1.7
Cn1c(O)c(C(=Nc2ccc(F)cc2)c2ccccc2)c(=O)n(C)c1=O	0.3	1.6	-1.4	-3.5	-2.1	0.2	1.9	-1.0	0.3	0.8	-1.9
COc1ccc(OC(=O)N(C)C[C@H]2OCc3cnnn3CCCC(=O)N([C@@H](C)CO)C[C@H]2C)cc1	-0.1	1.5	-0.3	6.5	7.4	0.2	2.5	0.2	-1.4	-2.0	-4.1
Cn1c(C(=O)N2CCC3(CC2)OCCO3)cc2c(=O)n(C)c3ccccc3c21	-0.3	-2.3	-1.7	-3.4	5.1	0.0	2.6	0.6	-2.2	4.4	-2.5
Cc1ccc(-n2c(O)c(/C=N/N3CCOCC3)c(=O)[nH]c2=S)cc1	-0.4	0.1	-0.7	0.4	-3.8	0.0	2.1	0.1	-0.9	3.8	-0.7
COc1ccc(NC(=O)c2cn(CCC#N)nc2-c2ccccc2)cc1	-0.1	-1.4	-1.1	-6.7	1.6	0.0	0.3	0.4	-0.2	0.5	-4.2
COc1cc(OC)c2c(c1)OCC1CON(C)C21 (configuration not stated)	0.0	-0.8	-1.0	-1.4	-4.8	0.4	7.0	2.6	-1.1	0.7	3.0
COc1cc2c(cc1C=O)OCO2	0.2	1.0	-0.8	5.2	7.5	0.4	-2.5	1.1	0.6	2.1	1.0
O=C(c1c[nH]c2ccc(S(=O)(=O)N3CCOCC3)cc2c1=O)N1CCC2(CC1)OCCO2	-0.4	-0.5	-0.6	5.2	3.7	-43.4	-0.4	-1.0	-0.1	2.8	-1.3
COc1ccc(CCn2c(O)c(/C=N/N3CCCCC3)c(=O)[nH]c2=O)cc1OC	-0.1	3.0	-1.6	-3.8	0.3	-0.5	3.6	0.2	-0.1	3.1	-1.0
COc1ccc(C=C2C(=O)NC(=S)NC2=O)cc1OC	0.2	-0.1	-0.3	4.1	4.5	-0.6	-0.8	-0.8	1.2	0.9	4.5
CC(C)(OOC1(c2ccccc2)NC(=O)c2ccccc21)c1ccccc1 (configuration not stated)	-2.0	1.5	-1.1	-14.4	-16.9	-0.3	-19.7	nt	-2.8	nt	-2.6
Cc1nc2ccsc2c(=O)n1-c1ccccc1Cl	-0.3	-0.1	-0.8	-3.0	-4.8	0.4	-0.8	-0.1	-0.2	2.1	-0.2
CSc1ncc(/C=C2/C(=O)NC(=O)N(c3ccc(Cl)cc3)C2=O)cn1	-1.2	1.6	0.6	1.2	1.5	-0.8	-1.5	1.3	4.0	2.6	1.1
OC(CNCCc1c[nH]c2ccccc12)C(F)(F)F (configuration not stated)	1.0	-0.8	-1.0	0.9	-5.0	0.7	-4.1	-0.4	3.5	2.2	-5.2
Cc1nn(C)c(C)c1P(=S)(c1c(C)nn(C)c1C)N(C)C	-0.2	3.7	-1.0	0.1	-6.0	0.1	4.9	0.1	-2.6	-0.3	0.2
O=C1NC(=O)N(CC2CCCO2)C(=O)/C1=C/c1cccs1 (configuration not stated)	0.0	0.2	-1.7	14.6	4.3	-0.4	22.1	-0.1	-0.6	0.2	-3.7
CC=C(CC)C1(CC)C(=O)NC(=S)NC1=O	-0.2	0.0	-1.2	-3.8	1.9	0.5	0.8	0.9	0.6	-1.6	1.5
O=C(Nc1ccccc1)c1c(O)[nH]c(=O)[nH]c1=O	0.1	-0.7	-1.2	7.7	5.3	-1.2	-0.4	0.1	-1.9	0.0	1.7
CC1C(c2ccccc2)OC(=O)N1C (configuration not stated)	-0.1	5.2	-1.0	1.5	-0.9	0.1	-2.8	-0.7	-1.2	0.9	-0.1
CCN(CC(=O)Nc1ccc(C#N)c(Cl)c1)CC(=O)NC(C)(C)C	-0.1	1.4	-0.8	-7.3	-7.4	-0.4	-3.9	1.6	1.0	-1.9	-2.1
O=C1NC(=O)C(=Cc2c(Cl)cccc2Cl)C(=O)N1	-0.4	-2.4	-1.1	6.4	18.5	0.3	15.8	2.5	-0.8	3.6	-1.5
CCOC(=O)Cc1csc(NC(=O)c2c(O)c3ccccc3n(CCC(C)C)c2=O)n1	-0.6	-1.1	-1.9	2.6	3.3	0.3	1.0	0.2	-0.2	2.5	-0.6
Cc1ccc(C(=O)NC(O)C(Cl)(Cl)Cl)cc1 (configuration not stated)	-0.3	-1.4	-1.2	-1.7	14.8	-0.2	-1.6	1.4	1.1	0.7	-3.9
O=C(CCCC1=NS(=O)(=O)c2ccccc2N1)N1CCC2(CC1)OCCO2	0.0	2.7	-1.2	5.0	4.0	-0.5	4.2	-0.5	-0.4	-1.1	-2.5
CC(C)Sc1nnc([C@@H](N)Cc2c[nH]c3ccccc23)o1	-0.3	1.7	-0.7	9.2	2.2	1.4	4.4	0.8	4.6	-2.1	-2.0
O=c1[nH]c(=S)[nH]c(O)c1N=Nc1cc2c(cc1[N+](=O)[O-])OCO2	0.6	-0.7	-0.8	-9.8	1.5	0.0	-11.4	1.7	-0.8	-0.3	6.1
COc1ccc(-n2c(/C=C/c3ccc(O)c(O)c3)nc3ccccc3c2=O)cc1	-1.3	-6.2	-1.8	33.3	-2.3	-3.8	8.6	-1.9	-4.7	-1.0	-3.3
C=CCn1c(O)c(C(C)=NCCCn2ccnc2)c(=O)[nH]c1=O	0.1	-0.9	-1.0	0.1	0.6	0.4	1.7	-0.1	-0.9	0.4	-1.2
CC(C)CCNC(=O)c1cc(C(=O)c2cc(F)ccc2O)cn(CCC(C)C)c1=O	-0.4	0.8	-0.3	6.3	0.5	0.4	-0.7	-0.2	0.8	2.4	-4.0
O=c1c([N+](=O)[O-])cn(O)cc1[N+](=O)[O-]	-1.0	5.0	-0.7	3.1	0.8	-0.5	5.8	4.4*	0.7	0.4	-1.2
CN1CC(C(=O)c2ccccc2)C(C(=O)c2ccccc2)C1 (configuration not stated)	3.2	9.2	-0.2	-8.8	8.8	0.1	-5.7	2.4	3.6	4.1	4.1
CCOC(=O)C1=C(N)OC2=C(C(=O)CC(C)(C)C2)C12C(=O)Nc1ccccc12 (configuration not stated)	0.8	1.9	-0.1	3.4	3.5	0.4	2.7	-0.9	3.3	0.4	0.5
COc1ccc(-c2cc(=Nc3cccc(C(=O)O)c3)c3cc(C)ccc3o2)cc1	3.5	19.1*	0.9*	-5.0	-11.6	-8.4	-1.5	-1.3	5.0	4.2	2.6
CCOc1cc2c(cc1OCC)-n1cccc1C(c1cccc(F)c1F)NC2 (configuration not stated)	-0.1	3.8	-1.2	-1.7	-6.2	-0.4	16.7	0.4	-1.3	-0.6	-0.5
COC(=O)C1=C(c2cccc(C#N)c2)C[C@@H]2CC[C@H]1N2C(=O)NCCOc1ccccc1Cl	-0.2	-1.0	-0.6	-3.0	-5.7	0.7	-4.8	0.8	-2.2	-0.3	1.8
COC(=O)C1=CO[C@@H](C)[C@@H]2CN(CCc3c[nH]c4ccccc34)CC[C@H]12	0.8	-0.9	0.4	-6.4	-30.3	0.3	1.1	1.1	3.4	-2.3	0.9

Results in hcDAF-12 act and FXN GAA850 act (2 entries from above):
molecule | hcDAF-12 act | FXN GAA850 act
COc1ccc(-c2cc(=Nc3cccc(C(=O)O)c3)c3cc(C)ccc3o2)cc1 | 5.0 | 4.2
CCOc1cc2c(cc1OCC)-n1cccc1C(c1cccc(F)c1F)NC2 (configuration not stated) | -1.3 | -0.6

The list goes on.
SMILES	DAX1 inh-1	hgDAF12 agonist	ssDAF12 agonist	GC-B act	HGIII-sPLA2 inh	KLK7 zymogen act	NPR1 activator	DAX1 inh-2	hcDAF-12 act	FXN GAA850 act	SMARCA2 activ
CNC(=O)N(C)c1ccc(C(O)(C(=O)OC)C(F)(F)F)cc1 (configuration not stated)	0.5	-0.2	-1.5	-0.7	3.1	0.5	-1.0	1.2	-0.5	1.3	0.1
C[C@@H]1O[C@@H](O[C@H]2C[C@@H](O)[C@]3(CO)[C@@H]4C(CC[C@]3(O)C2)[C@@]2(O)CC[C@H](C3COC(=O)C3)[C@@]2(C)C[C@H]4O)[C@H](O)[C@H](O)[C@H]1O (some centres not stated)	-6.6	-11.7	-2.8	0.4	2.8	0.5	8.3	-5.0	-4.3	-12.0	2.6
O=C(c1cccc(C(F)(F)F)c1)N1C[C@H]2C[C@@H](C1)c1cccc(=O)n1C2	0.2	-1.8	-0.5	1.3	11.7	0.2	-0.1	0.5	-1.2	-0.5	0.3
Cc1cc(/C=C2\C(=O)NC(=O)N(C)C2=O)c(C)n1-c1ccc2c(c1)OCO2	-0.4	-0.9	-0.5	1.4	0.5	0.9	4.6	0.6	1.0	-1.6	2.1
O=P(CCl)(Nc1ccccc1)C(Cl)(Cl)Cl (configuration not stated)	-0.3	3.1	-1.6	0.9	2.9	0.3	1.9	-2.1	0.7	2.8	4.6
CC(C)OP(=O)(Oc1ccc(C(O)C(Cl)(Cl)Cl)cc1)OC(C)C (configuration not stated)	0.0	-1.2	-1.5	-0.6	-3.2	0.2	-0.8	-2.2	-0.9	0.2	-0.7
COc1nc2ccccc2nc1N1CCN(C)CC1	-0.2	-0.8	-1.7	-3.7	1.6	0.8	0.1	1.7	0.3	0.3	5.6
Cc1cc(N2CCOCC2)nc2ccc(NC(=O)CCC(=O)N3CCC4(CC3)OCCO4)cc12	0.5	3.9	-0.3	8.7	0.3	1.8	4.7	-1.6	0.4	-0.3	2.5

This is a subset (hit frequency here may not be typical).
